Source: PubChem (several laboratories)
TRPC6 act – activators of mouse TRPC6 channel. Q61143. HEK293-TRPC6 membrane potential dye fluorescence; active compounds read high. B-score at 10 µM. 310,000 compounds, 0.13% hits;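 active = B-score of the integrated fluorescence ratio above library mean plus 3 SD, and starting fluorescence ratio within library mean plus 5 SD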;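 note: higher score means more depolarization so channel activation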
SKKanGAS inh – blocks kanamycin growth of S. pyogenes SKKanGAS strain; BacTiter-Glo, 6 h; inhibition, % at 7.5 µM; 300,000 compounds, 1.3% hits; AID 1662;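 active = mean replicate score, as percent of positive control median, at least 50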;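 note: strain carries kanamycin resistance gene driven by streptokinase promoter and grows in 40 µg/ml kanamycin; loss of luminescence reflects streptokinase promoter inhibition or plain growth inhibition; 0% = median of DMSO wells and 100% = positive control at its reference dose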
TRPC4 potent – TRPC4 (mouse) allosteric potentiation. Q9QUQ5. AID 2227. 310,000 compounds, 0.42% hits. HEK293 TRPC4beta/mu-opioid, DAMGO EC20, Fluo-4 Ca2+ flux; active compounds read high. B-score at 10 µM;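 active = B-score of calcium response area above 5 SD of library B-scores, with initial fluorescence ratio within 5 SD of library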;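 note: B-score of integrated fluorescence ratio over time as area under calcium response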
Target sequence (Q9QUQ5 whole entry, looked up): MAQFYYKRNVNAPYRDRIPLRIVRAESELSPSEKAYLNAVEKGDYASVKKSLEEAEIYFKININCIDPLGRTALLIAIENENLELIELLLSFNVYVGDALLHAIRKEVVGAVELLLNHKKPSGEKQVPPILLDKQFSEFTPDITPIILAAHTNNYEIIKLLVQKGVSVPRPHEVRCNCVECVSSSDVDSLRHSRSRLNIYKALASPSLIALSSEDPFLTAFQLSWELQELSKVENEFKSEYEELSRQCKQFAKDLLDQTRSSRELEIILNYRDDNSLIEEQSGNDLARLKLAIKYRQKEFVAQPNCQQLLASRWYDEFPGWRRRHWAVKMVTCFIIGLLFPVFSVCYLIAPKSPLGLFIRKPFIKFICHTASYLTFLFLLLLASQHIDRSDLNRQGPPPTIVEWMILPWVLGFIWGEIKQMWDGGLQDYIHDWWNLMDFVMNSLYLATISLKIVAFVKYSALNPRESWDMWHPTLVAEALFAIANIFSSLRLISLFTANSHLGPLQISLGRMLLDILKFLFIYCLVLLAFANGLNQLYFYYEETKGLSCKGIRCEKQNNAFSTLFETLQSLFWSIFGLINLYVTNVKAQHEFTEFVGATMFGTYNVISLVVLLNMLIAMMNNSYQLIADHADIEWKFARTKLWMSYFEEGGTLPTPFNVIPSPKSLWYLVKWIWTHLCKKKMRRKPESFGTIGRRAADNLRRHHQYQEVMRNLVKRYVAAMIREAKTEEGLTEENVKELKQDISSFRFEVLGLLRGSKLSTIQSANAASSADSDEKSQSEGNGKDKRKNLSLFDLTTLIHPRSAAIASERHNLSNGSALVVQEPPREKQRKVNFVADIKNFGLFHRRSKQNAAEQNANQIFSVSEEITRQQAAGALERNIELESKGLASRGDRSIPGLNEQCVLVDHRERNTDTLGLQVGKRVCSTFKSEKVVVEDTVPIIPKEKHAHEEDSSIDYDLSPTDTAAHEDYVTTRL
TRPC4 block – inhibitors of mouse TRPC4 channel; Q9QUQ5; HEK293 TRPC4beta/mu-opioid, DAMGO-evoked Fluo4 calcium flux; active compounds read low; B-score at 10 µM; 300,000 compounds, 0.39% hits; AID 2247;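 active = B-score over 3 SD under the library average, no early fluorescence shift, positive overall ratio signal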
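Test system – stable TRPC4beta/mu-opioid receptor HEK293 cells · Probe or stimulus – DAMGO, a submaximal dose followed by a maximal one · Dosing – one concentration per compound · Signal – Fluo4 calcium fluorescence by kinetic imaging, 5 s 1 Hz baseline · Evaluation – per-well B score of integrated baseline-normalized Fluo4 ratio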
TMEM16A act – activators or potentiators of mouse TMEM16A chloride channel. Q8BHY3. HEK293 TMEM16A/YFP-H148Q/I152L, iodide quench fluorescence; active compounds read low. B-score at 10 µM. 340,000 compounds, 0.3% hits. AID 623877;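 active = fluorescence-ratio B-score plate-corrected deviation score at least 3 library SD below zero, with starting fluorescence score within 5 deviations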;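 note: channel opened by trigger with iodide after compound preincubation; score built on the fluorescence ratio of max minus min over baseline; more negative score means more quench and so TMEM16A activation or potentiation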
MrgX1 antag – human MrgX1 receptor antagonism, primary screen; Q96LB2; MRGX1-HEK293 calcium flux, Fluo-4, BAM8-22 antagonism; active compounds read low; B-score at 10 µM; 310,000 compounds, 1.3% hits; AID 588676;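 active = calcium-response B-score plate-corrected more than 3 library SD below zero, starting fluorescence within 5 deviations, no agonist response on first addition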;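 note: peak minus trough fluorescence over baseline after final BAM8-22 challenge near maximal dose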
MrgX1 allo act – allosterically activates human MrgX1 receptor signaling | B-score at 10 µM | 310,000 compounds, 0.63% hits | MrgX1-HEK293, Fluo-4 calcium flux, FDSS; active compounds read high | Q96LB2;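 active = plate-corrected calcium response at least 3 library SD above typical, normal starting fluorescence, not activating the receptor alone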;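 note: compound read alongside a low EC10 to EC30 dose of BAM8-22 agonist; peak minus trough fluorescence over baseline measured at the second addition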
TMEM16A inh – mouse TMEM16A channel inhibition, primary screen; 310,000 compounds, 1.2% hits; HEK293 TMEM16A/YFP iodide influx fluorescence, ionomycin; normalized B-score (activity score, 25-100; higher = stronger inhibition) at 10 µM; Q8BHY3; AID 588511;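 active = ratio plate-corrected score three or more library SD toward inhibition, starting fluorescence score within five deviations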;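 note: score derived from kinetic fluorescence span divided by baseline fluorescence per well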
MrgX1 agonist – human MrgX1 receptor agonism, primary screen | B-score at 10 µM | Q96LB2 | AID 588627 | 310,000 compounds, 0.44% hits | MrgX1-HEK293 cells, Fluo-4 calcium fluorescence, agonist mode; active compounds read high;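 active = calcium response B-score plate-corrected fluorescence ratio at least 3 library SD, with starting fluorescence B-score inside 5 SD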
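Test system: Stable human MrgX1 HEK293 cell line | Schedule: Overnight plating before 1 h dye loading | Read-out basis: Baseline-normalised fluorescence change ratio, B-scored | Detection: Kinetic calcium dye fluorescence, Fluo-4 NW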
TRPC4 act – activators of mouse TRPC4 channel; Q9QUQ5; HEK293 TRPC4beta/mu-opioid, Fluo4 calcium fluorescence; active compounds read high; B-score at 10 µM; 310,000 compounds, 0.49% hits; AID 2237;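 active = B-score above 5 SD of library B-scores, and initial fluorescence ratio not above library mean plus 5 SD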;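 note: positive B-score marks a calcium rise read as TRPC4 activation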
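Incubation: 45 min room-temperature Fluo4 loading, 110 s read / System: HEK293 cells stably co-expressing mouse TRPC4beta and mu-opioid receptor / Signal: Fluo4 fluorescence, kinetic / Control set: buffer (low) and maximal DAMGO (high) / Measure: integrated baseline-normalised fluorescence ratio, converted to per-well B score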
TRPC6 inhibitor – blocks the mouse TRPC6 cation channel; 310,000 compounds, 1.1% hits; B-score at 10 µM; AID 2553; HEK293-TRPC6, membrane potential dye, ACh-evoked depolarization; active compounds read low; Q61143;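 active = B-score under library mean minus 3 SD, initial fluorescence not abnormally high, positive integrated signal ratio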;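 note: B-score derived from integrated fluorescence ratio over the kinetic read; more negative B-score means stronger inhibition of depolarization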
Numbers without * were called inactive; i = inactive; · = no result given.

SMILES	TRPC6 act	SKKanGAS inh	TRPC4 potent	TRPC4 block	TMEM16A act	MrgX1 antag	MrgX1 allo act	TMEM16A inh	MrgX1 agonist	TRPC4 act	TRPC6 inhibitor
O=C(Nc1ccccc1)c1ccco1	i	-3	i	i	i	i	i	i	i	i	i
O=C(NCc1ccccc1)NC12CC3CC(CC(C3)C1)C2	i	-3	i	i	i	i	i	i	i	i	i
CCn1c(SCC(=O)N2CCCCC2)nc2c1c(=O)n(C)c(=O)n2C	i	-1	i	i	i	i	i	i	i	i	i
Cc1ccc(C(=O)NC(C)c2ccc3c(c2)OCO3)s1 (stereo not given)	i	-8	i	i	i	i	i	i	i	i	i
c1ccc2c(CN3CCSCC3)cccc2c1	i	11	i	i	i	i	i	i	i	i	i
O=C(COC(=O)c1ccco1)Nc1ccccc1	i	9	i	i	i	i	i	i	i	i	i
CC(C)[C@H](Nc1ccc(S(=O)(=O)N2CCOCC2)cc1[N+](=O)[O-])C(=O)OCC(N)=O	i	3	i	i	i	i	i	i	i	i	i
CC(C)CCNC(=O)c1onc(CSc2ccccn2)c1C(=O)NCCC(C)C	i	9	i	i	i	i	i	i	i	i	i
CCCNC(=O)c1ccc(N2CCC3(CC2)CC(c2ccc(Cl)cc2)=NO3)c([N+](=O)[O-])c1	i	31	i	i	i	i	i	i	i	i	i
CC1CCCC(NC(=O)CCNS(=O)(=O)c2ccc(Br)cc2)C1C (stereo not given)	i	9	i	i	i	i	i	i	i	i	i
CCCC(=NCc1ccccc1)C1=C(O)C(C(=O)OC)C(C)(C)CC1=O (stereo not given)	i	-1	i	i	i	i	i	i	i	i	i
Cc1c(N(C)C(=O)c2ccco2)c(=O)n(-c2ccccc2)n1C	i	6	i	i	i	i	i	i	i	i	i

Three entries already listed, arranged by formula weight, largest number first.
SMILES	TRPC6 act	SKKanGAS inh	TRPC4 potent	TRPC4 block	TMEM16A act	MrgX1 antag	MrgX1 allo act	TMEM16A inh	MrgX1 agonist	TRPC4 act	TRPC6 inhibitor
CCCNC(=O)c1ccc(N2CCC3(CC2)CC(c2ccc(Cl)cc2)=NO3)c([N+](=O)[O-])c1	i	31	i	i	i	i	i	i	i	i	i
O=C(COC(=O)c1ccco1)Nc1ccccc1	i	9	i	i	i	i	i	i	i	i	i
c1ccc2c(CN3CCSCC3)cccc2c1	i	11	i	i	i	i	i	i	i	i	i

Next records follow.
SMILES	TRPC6 act	SKKanGAS inh	TRPC4 potent	TRPC4 block	TMEM16A act	MrgX1 antag	MrgX1 allo act	TMEM16A inh	MrgX1 agonist	TRPC4 act	TRPC6 inhibitor
Cc1cn2c(=O)c(C(=O)N3CCN(c4ccccc4F)CC3)cnc2s1	i	0	i	i	i	i	i	i	i	i	i
Cc1ccc(CCNCc2c(C(=O)O)c(C)n(-c3ccccc3)c2C)cc1	i	-6	i	i	·	·	·	·	·	i	i
Cc1nc2ccccc2c(=O)n1NC(=O)C1CCC(C(C)(C)C)CC1 (stereo not given)	i	-10	i	i	i	i	i	i	i	i	i
COc1ccc(Nc2nc(N3CCCC3)nc(N3CCOCC3)n2)cc1	i	-2	i	i	i	i	i	i	i	i	i
CC(=O)NC(O)C(=O)c1ccco1 (stereo not given)	i	-1	i	i	i	i	i	i	i	i	i
CCCC(=O)N(c1ccc(OC)cc1)C1C=CS(=O)(=O)C1 (stereo not given)	i	3	i	i	i	i	i	i	i	i	i
COc1ccc(-n2c(=S)[nH]c3c(oc4ccccc43)c2=O)cc1	i	16	i	i	i	i	i	i	i	i	i
Cc1cc(C)c(C)c(Oc2ncnc(N)c2[N+](=O)[O-])c1	i	4	i	i	i	i	i	i	i	i	i
CC(C)CNC(=S)NC1CC2CCCC(C1)N2C1CCCCC1 (stereo not given)	i	-8	i	i	i	i	i	i	i	i	i
O=C(O)C1CCN(S(=O)(=O)c2cccc3nonc23)CC1	i	3	i	i	i	i	i	i	i	i	i
COC(=O)/C(=N/Nc1ccccc1Cl)Sc1nnc(C(O)c2ccccc2)n1-c1ccccc1 (stereo not given)	i	-2	i	i	i	i	i	i	i	i	i
CCCn1nnnc1-c1ccc(Cl)cc1	i	-3	i	i	i	i	i	i	i	i	i
COc1cc(CN2CCN(C(c3ccccc3)c3ccccc3)CC2)cc(OC)c1OC	i	1	i	i	i	i	i	i	i	i	i
COc1ccc(OCCn2cc(/C(N)=N/O)c3ccccc32)cc1	i	10	i	i	i	i	i	i	i	i	i
NS(=O)(=O)c1ccc(NC(=O)COC(=O)c2cccc(S(=O)(=O)N3CCCC3)c2)cc1	i	0	i	i	i	i	i	i	i	i	i
COC(=O)c1cc(NC(=S)NCc2ccc(Cl)cc2)cc(C(=O)OC)c1	i	32	i	i	i	i	i	i	i	i	i
S=C(NCCc1ccncc1)Nc1cccc2ccccc12	i	5	i	i	i	i	i	i	i	i	i
Cc1ccc(S(=O)(=O)NCCC(=O)OCC(=O)Nc2ccccc2Cl)cc1	i	-1	i	i	i	i	i	i	i	i	i
O=C(Nn1c(O)c(C=C2N=c3ccccc3=N2)sc1=S)c1ccc(Cl)cc1	i	17	i	i	i	i	i	i	i	i	i
O=C(CSc1nncc(=O)[nH]1)Nc1cccc([N+](=O)[O-])c1	i	2	i	i	i	i	i	i	i	i	i
CNc1c([N+](=O)[O-])ncn1C	i	3	i	i	i	i	i	i	i	i	i
O=C(COC(=O)CCS(=O)(=O)c1ccc(Cl)cc1)NCCc1ccc(Cl)cc1Cl	i	-5	i	i	i	i	i	i	i	i	i
COCCNC(=O)CN(C(=O)Cn1nnc2ccccc21)c1ccccc1	i	2	i	i	i	i	i	i	i	i	i
Fc1cc(NC(=S)NCc2ccc(CNC(=S)Nc3ccc(Cl)c(F)c3)cc2)ccc1Cl	i	0	i	i	i	i	i	i	i	i	i
CCCOc1ncnc2c1[nH]c1ccc(C)cc12	i	2	i	i	·	i	i	i	i	i	i
CC1CN(c2ccc(C(=O)c3ccccc3C(=O)O)cc2[N+](=O)[O-])CC(C)O1 (stereo not given)	i	0	i	i	i	i	i	i	i	i	i
CCN1C(=O)C2C(c3ccc(O)c(OC)c3)NC(C)(C(=O)OC)C2C1=O (stereo not given)	i	-5	i	i	i	i	i	i	i	i	i
O=C(C1=C[C@H](C2CC2)C[C@H](OCc2ccc(CO)cc2)O1)N1CCOCC1	i	-1	i	i	i	i	i	i	i	i	i
COc1ccccc1NC(=O)Nc1nc(CC(=O)Nc2ccc(OC)c(OC)c2)cs1	i	4	i	i	i	i	i	i	i	i	i
CCN1C(=O)C(CC(=O)Nc2ccc(Br)cc2)N(CCCc2ccccc2)C1=S (stereo not given)	i	92*	i	i	i	i	i	i	i	i	i
Cc1nnc(N(C)C(=O)c2cccnc2)s1	i	-3	i	i	i	i	i	i	i	i	i
COc1ccc(C)cc1NC(=O)CCNS(=O)(=O)c1ccc2c(c1)CCC(=O)N2	i	0	i	i	i	i	i	i	i	i	i
COc1ccc(C(CC(=O)c2ccccc2)CC(=O)c2ccccc2)cc1OC	i	-13	i	i	i	-6.7*	i	i	i	i	i
COc1cc(/C=C(\C#N)c2nc3ccccc3o2)ccc1O	63*	11	i	i	i	i	i	i	i	78*	i
CC(C(=O)NCc1ccco1)n1cc(C(=O)c2ccco2)c2ccccc21 (stereo not given)	i	5	i	i	i	i	i	i	i	i	i
Cc1ccc(Nc2ncccc2C(=O)NCc2cccs2)c(C)c1	i	12	i	i	i	i	i	i	i	i	i
CCOc1ccccc1CNC(=O)c1ccc2nc(N3CCOCC3)sc2c1	i	-2	i	i	i	i	i	i	i	i	i
Cc1cc(C)c2c(N)c(C(=O)Nc3ccccc3Br)sc2n1	i	0	i	i	i	i	i	i	i	i	i
CC(C)(CNS(C)(=O)=O)SCc1ccc(Cl)cc1	i	0	i	i	i	i	i	i	i	i	i
C[C@@H](CO)NC(=O)c1ccc2c3n(nc2c1)-c1ccc(Cl)cc1CO3	i	-14	i	i	i	i	i	i	i	i	i
CC1CCc2c(C(=O)OCC(=O)Nc3cccc(S(=O)(=O)N4CCCCCC4)c3)csc2C1 (stereo not given)	i	12	i	i	i	i	i	i	i	i	i
COc1cc2c(c(OC)c1OC)CC(=O)N(C)CC2	i	13	i	i	i	i	i	i	i	i	i
COc1ccc(N2CCN(C(CNC(=O)C3CCCCC3)c3ccco3)CC2)cc1 (stereo not given)	i	5	i	i	i	i	i	i	i	i	i
CCOCCCN(C)C1CCN(C(=O)c2oc3ccccc3c2NC(=O)COc2ccc(F)cc2)CC1	i	-1	i	i	i	i	i	i	i	i	i
CN1C(=O)C2(N=c3ccccc3=N2)c2ccccc21	i	16	i	i	i	i	i	i	i	i	i
Cc1ccc(NC(=O)CCCn2nc(C)c3c(C)n(-c4ccccc4)nc3c2=O)cc1C	i	0	i	i	i	i	i	i	i	i	i
CCOC(=O)C1C(=O)NC(C)C1c1ccccc1 (stereo not given)	i	-7	i	i	i	i	i	i	i	i	i
O=C(O)c1cccc2c1C(=O)c1ccccc1-2	i	-4	i	i	i	i	i	i	i	i	i
O=C(CNC(=O)c1ccccc1)Oc1cccc(Cl)c1	i	-5	i	i	i	i	i	i	i	i	i
O=C1C2CCCN2C(c2cccc(F)c2)N1c1cccc(Cl)c1 (stereo not given)	i	0	i	i	i	i	i	i	i	i	i
COc1cc(NS(=O)(=O)c2c(C(=O)N3CCOCC3)c(C)n(C)c2C)cc(OC)c1OC	i	6	i	i	i	i	i	i	i	i	i
O=C(/C=C/c1ccccc1)NCCSc1ccc(Cl)cc1	i	-15	i	i	i	i	i	i	i	i	i
CCCCOC(=O)c1ccc(O)cc1	i	8	i	i	i	i	i	i	i	i	i
COc1ccc(-c2noc(-c3ccc4c(c3)OCO4)n2)cc1	i	2	i	i	i	i	i	i	i	i	i
COc1ccccc1NC(=O)c1ccc(NC(=O)c2ccco2)cc1	i	-2	i	i	i	i	i	i	i	i	i
CC(NC(=O)COC(=O)c1cc([N+](=O)[O-])ccc1N1CCOCC1)c1ccccc1 (stereo not given)	i	-3	i	i	i	i	i	i	i	i	i

An unsorted share of the library (roughly 6.7% active in at least one column).
